Screening results as filed in PubChem.
TexasRed autofl – compound fluoresces in the Texas Red spectral region. Compound fluorescence, Texas Red channel, 547/618 nm; hits give high values. max dye-equivalent concentration, M. 59,000 tested, 0.06% active. AID 587; in the data active means max dye-equivalent concentration above about 10 nM; inconclusive means between about 1.1 nM and that limit
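Compound fluorescence was read after 15 min at room temperature in 100 mM Tris, pH 8.0, using 547 nm excitation and 618 nm emission across a concentration series. It was expressed as Texas Red dye-equivalent concentration from an on-plate standard curve.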
Casp7 inh – caspase-7 (human) inhibition, allosteric or competitive; 75,000 tested, 0.02% active; Potency, µM (series often up to 57.5 µM), for inactives: at the top dose activity change, negative = inhibition, actives largely listed as inhibitors; recombinant caspase-7, Ac-DEVD-AFC fluorescence rate; P55210; AID 889; active means well fitted inhibition curve with a large enough effect in the main read-out, with a control signal flat, not every such curve was filed as active; inconclusive means small, poorly fitted or top-dose-only effect, or a change in a side signal; further: potency means the concentration at half of the fitted maximal effect; % of control where 0% means no effect
Rhodamine autofl – compound fluoresces in the rhodamine spectral region | 59,000 tested, 0.05% active | Rhodamine-region fluorescence, 547/598 nm, Tris buffer; hits give high values | max dye-equivalent concentration, M; in the data active means max dye-equivalent concentration above about 11 nM; inconclusive means between about 1.1 nM and that limit
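Intrinsic compound fluorescence, ex 547 / em 598 nm, CCD imager. Tris 100 mM pH 8.0; 15 min RT. Output = rhodamine dye-equivalent concentration at each compound concentration.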
Fluorescein autfl – compound autofluorescence in fluorescein spectral region | Compound autofluorescence, 480/540 nm, fluorescein-equivalent; hits give high values | max fluorescein-equivalent concentration, M | 59,000 tested, 0.91% active; in the data active means max fluorescein-equivalent concentration above about 10 nM; inconclusive means between about 1.1 nM and that limit
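Fluorescein stocks ranging 3 mM down to 300 nM, plus DMSO blanks, were pinned alongside compounds to build a per-plate standard curve. Buffer: 100 mM Tris, pH 8.0. Incubation 15 min, room temperature; filters 480/540 nm.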
Caspase-1 inhib – blocks human caspase-1 allosterically or competitively | P29466 | Caspase-1 enzyme, Ac-WEHD-AFC fluorogenic rate | Potency, µM (highest dose often 57.5 µM), without a hit: at the highest dose activity change, negative = inhibition, actives largely listed as inhibitors | 75,000 tested, 0.03% active | AID 900;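 further: potency means the concentration at half of the fitted maximal effect; plate controls were vehicle for no effect and no substrate for full effect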
ERK AVP block – inhibitors of vasopressin-stimulated ERK signaling pathway; Potency, µM (top dose mostly 57.5 µM), inactives show top-dose activity, negative = inhibition, actives largely listed as inhibitors; HEK293-V1b, vasopressin-stimulated pERK AlphaScreen; 72,000 tested, 0.99% active; further: potency means the concentration at half of the fitted maximal effect; on the % scale 0 is the no-effect control and ±100 the full control effect; nearly all actives have a fitted effect of over 55% in size
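Overnight-seeded V1b-HEK293 cells in 1% FBS got compound, then vasopressin (25 nM final, 5 min, 37C), then lysis buffer. AlphaScreen detection of phospho-ERK; activity normalized to basal and full-stimulation controls.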
HEK293 cAMP ctrl – raises cAMP in parental HEK293 cells, TSHR agonist counter-screen | parental HEK293 CNG cAMP sensor, membrane potential fluorescence | Potency, µM (doses to about 57.1 µM), for inactives: top-dose activation, most hits filed as activators | 73,000 tested, 2.5% active | AID 938; further: potency means the concentration at half of the fitted maximal effect; % of control where 0% means no effect; nearly all actives have a fitted effect of over 55% in size
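Parental HEK 293 cells stably expressing a cAMP-gated CNG channel were loaded with membrane potential dye containing 100 uM RO 20-1724 for 60 min. Compound added for 30 min; depolarization read as fluorescence intensity at 590 nm.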
HADH2 inhib – HADH2 (human) dehydrogenase inhibition. Q99714. recombinant HADH2, NADH fluorescence, beta-hydroxybutyryl-CoA. Potency, µM (top dose mostly 57.1 µM), for the others: top-dose activity change, negative = inhibition, most hits filed as inhibitors. 73,000 tested, 3.4% active. AID 886; further: potency means the concentration at half of the fitted maximal effect; on the % scale 0 is the no-effect control and ±100 the full control effect; nearly all actives have a fitted effect of over 60% in size; many of its hits are not listed in these tables
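Activity measured as NADH fluorescence gain (360/450 nm), taken as the change between first and last reads of a 4-min kinetic run. Conditions: pH 9.0 Tris buffer, 20 nM E. coli-expressed His-tagged enzyme, 1 mM NAD+, 90 uM beta-hydroxybutyryl-CoA; 15-min compound preincubation.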
Tau filament bind – binds recombinant human tau filaments; P10636; Potency, µM (highest dose often 57.1 µM), for the others: top-dose activity change, negative = inhibition; 71,000 tested, 2% active; recombinant tau filaments, thioflavin S fluorescence, 15 h; filaments grown with octadecylsulfate alongside compound; AID 596;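 further: potency means the concentration at half of the fitted maximal effect; on the % scale 0 is the no-effect control and ±100 the full control effect; actives lower thioflavin S fluorescence by blocking filaments or displacing dye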
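ThS-based fibril read: tau 1 uM final, inducer ODS 30 uM final, 37 C for 15 h, ex 450/em 510 nm.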
USP2a inhib – inhibitors of human ubiquitin-specific protease USP2a. O75604. USP2a enzymatic assay, qHTS inhibition. Potency, µM (doses to about 38.3 µM), for the others: at the highest dose activity change, negative = inhibition, hits mostly inhibitors. 60,000 tested, 0.1% active;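 further: potency means the concentration at half of the fitted maximal effect; nearly all actives have a fitted effect of over 60% in size; plate controls were DMSO for no effect and NEM full inhibition control for full effect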
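20 nM USP2 core + cpd, 30 min RT; add 20 nM Ub-PLA2/20 uM NBD C6-HPC; read Ex460/Em535 at 0 h and 2.5 h. Normalized to NEM; qHTS curve fit/classification.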
FLuc inh – inhibitors of firefly luciferase. purified firefly luciferase, luminescence, 8 min. Potency, µM (top dose mostly 57.1 µM), without a hit: at the highest dose activity change, negative = inhibition, hits mostly inhibitors. 72,000 tested, 2.2% active. AID 411; further: potency means the concentration at half of the fitted maximal effect; on the % scale 0 is the no-effect control and ±100 the full control effect; nearly all actives have a fitted effect of over 40% in size
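Here, luciferase activity is measured as luminescence following an 8 min room-temperature reaction at 10 uM ATP, pH 7.2. Every library sample is titrated.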
* marks the source's active call; other numbers are inactive results; i = inactive; u = inconclusive; x = not tested or not shown; [ ] = another dose, or the depositor's remark. Unless noted, the call rests on the fitted dose curve; in most records, active means well fitted curve in the direction sought with a large enough effect; inconclusive means small, poorly fitted or top-dose-only effect, or another doubt; inactive means no such curve, though single readings can be large; an effect the other way counts as inactive or inconclusive.

cpd	mol	TexasRed autofl	Casp7 inh	Rhodamine autofl	Fluorescein autfl	Caspase-1 inhib	ERK AVP block
1	O=C(COc1ccccc1)Nc1ccccc1N1CCCCC1	i	3%	i	i	-2%	10%
2	CCOC(=O)N1CCN(C(=O)COc2ccc(S(=O)(=O)Nc3ccc(OCC)cc3)cc2)CC1	i	1%	i	u	1%	-25%
3	Cc1nnc(NC(=O)CSC2CCCCC2)s1	x	-2%	x	x	-3%	x
4	COC(=O)C(C)n1cnc2c(nnn2-c2ccc(OC)cc2)c1=O (configuration not stated)	i	0%	i	i	0%	0%
5	Cc1cccc(-c2noc(C3CCCCC3)n2)c1	i	0%	i	i	0%	-8%
6	C=CCCCOc1ccc(C(=O)O)cc1	u	1%	i	i	3%	-15%
7	Cn1c(=O)n(CCN2CCOCC2)c(=O)c2c1nc1n2CCN1c1ccc(Oc2ccccc2)cc1	i	2%	i	i	1%	-1%
8	O=C1CCCC2=C1C1(CCCCC1)N=C(Nc1nc3ccccc3o1)N2	i	-6%	i	i	-4%	u
9	CCOC(=O)c1[nH]c(C)c(C(=O)OCc2c(C)noc2C)c1C	i	0%	i	u	0%	-26%
10	N#CC(=NCCO)C1=C(O)c2ccccc2C1=O	i	-2%[11.5 µM]	i	i	3%[11.5 µM]	19%[11.5 µM]

cpd	HEK293 cAMP ctrl	HADH2 inhib	Tau filament bind	USP2a inhib	FLuc inh
1	u	-10%	-1%	-28%	1%
2	12%	9%	6%	21%	0%
3	u	-9%	-11%	x	1%
4	10%	3%	7%	3%	1%
5	15%	-4%	-4%	0%	-28%
6	7%	0%	-5%	4%	0%
7	-10%	14%	-6%	0%	-5%
8	-11%	-18%	97%	13%	5%
9	4%	0%	140%	-13%	0%
10	0%[11.4 µM]	5%[11.4 µM]	-2%[11.4 µM]	x	0%[11.4 µM]

In another format: results already given
Order of values – TexasRed autofl, Casp7 inh, Rhodamine autofl, Fluorescein autfl, Caspase-1 inhib, ERK AVP block, HEK293 cAMP ctrl, HADH2 inhib, Tau filament bind, USP2a inhib, FLuc inh
[5] Cc1cccc(-c2noc(C3CCCCC3)n2)c1
→ i, 0%, i, i, 0%, -8%, 15%, -4%, -4%, 0%, -28%
[6] C=CCCCOc1ccc(C(=O)O)cc1
→ u, 1%, i, i, 3%, -15%, 7%, 0%, -5%, 4%, 0%
[7] Cn1c(=O)n(CCN2CCOCC2)c(=O)c2c1nc1n2CCN1c1ccc(Oc2ccccc2)cc1
→ i, 2%, i, i, 1%, -1%, -10%, 14%, -6%, 0%, -5%

The results go on.
cpd	mol	TexasRed autofl	Casp7 inh	Rhodamine autofl	Fluorescein autfl	Caspase-1 inhib	ERK AVP block
11	COc1ccccc1N1CCN(C(=O)C(Cc2ccccc2)NC(=O)C2CCCCC2)CC1 (configuration not stated)	i	0%	i	u	-1%	11%
12	CC(C)CC(c1nnnn1Cc1ccco1)N1CCN(c2cccc(Cl)c2)CC1 (configuration not stated)	u	-2%	i	i	1%	-2%
13	Cc1cc(NC(=O)c2ccc(N(C)S(=O)(=O)c3ccccc3)cc2)no1	i	0%	i	i	0%	-12%
14	CC(C)=C1C2C=CC1C(C(=O)Nc1cc(C)ccc1C)C2C(=O)O (configuration not stated)	i	7%	i	i	1%	6%
15	CCOC(=O)N1CCC(NC(=O)CCCN2C(=O)CSc3ncccc32)CC1	u	-2%	i	i	1%	-3%
16	CCCC[C@@H]1CN2[C@H](c3ccc(Br)cc3)[C@H](C)CC[C@H]2C(=O)O1	x	-1%[11.5 µM]	x	x	-1%[11.5 µM]	12%[11.5 µM]
17	Cc1cc(C)cc(NC(=O)CSc2nnc(-c3ccccc3C)o2)c1	i	-4%	i	u	-1%	14%
18	COC(=O)[C@H](CCSC)NC(=O)Nc1ccc(C)cc1C	i	-1%	i	i	-1%	4%
19	COc1ccc2[nH]cc(CCNc3nc(-c4cccc(NS(C)(=O)=O)c4)nc4ccccc34)c2c1	i	-1%	i	i	-2%	-30%
20	Cc1ccc(NC(=O)CSc2nnc(-c3ccccc3Br)o2)cc1C	i	-1%	i	i	-1%	5%

cpd	HEK293 cAMP ctrl	HADH2 inhib	Tau filament bind	USP2a inhib	FLuc inh
11	9%	1%	-9%	22%	0%
12	10µM*	7%	-15%	0%	-4%
13	u	7%	6%	3%	2%
14	u	7%	-9%	6%	1%
15	6%	10%	3%	-1%	-1%
16	u	8%[11.4 µM]	x	x	-5%[11.4 µM]
17	29%	8%	201%	2%	4%
18	26%	5%	-3%	73%[activator]	3%
19	-20%	-27%	-14%	u	1%[2.29 µM]
20	15%	-13%	72%	-2%	0%

Next part; it opens with the two that closed the last part.
cpd	mol	TexasRed autofl	Casp7 inh	Rhodamine autofl	Fluorescein autfl	Caspase-1 inhib	ERK AVP block
19	COc1ccc2[nH]cc(CCNc3nc(-c4cccc(NS(C)(=O)=O)c4)nc4ccccc34)c2c1	i	-1%	i	i	-2%	-30%
20	Cc1ccc(NC(=O)CSc2nnc(-c3ccccc3Br)o2)cc1C	i	-1%	i	i	-1%	5%
21	O=C(CSc1nnc(CNC(=O)c2cccs2)o1)NC1CCCC1	i	-1%	i	i	0%	-3%
22	CCOC(=O)CCc1c(C)nc2ncnn2c1C	i	-1%	i	i	1%	12%
23	CCOCCOC(=O)COc1ccc(N2C(=O)c3ccccc3C2=O)cc1	x	-1%	x	x	-1%	-13%
24	Cc1cc(C)nc(NS(=O)(=O)c2ccc(NC(=O)CCC3COc4ccccc4O3)cc2)n1 (configuration not stated)	i	2%	i	u	0%	-19%
25	Cc1nc(N)sc1-c1csc(N(C)c2ccc(O)cc2)n1	i	-2%	i	i	0%	u
26	CCOC(=O)c1ccc(N2C(=O)CC(SCC(N)C(=O)OCC)C2=O)cc1 (configuration not stated)	i	-2%	i	u	2%	-23%
27	O=S(=O)(NCc1csc(-c2cccnc2)n1)c1cccs1	x	1%	x	x	-1%	x
28	Cc1sc2ncnc(N3CCCCC3C)c2c1C (configuration not stated)	i	-1%	i	u	1%	-14%
29	Clc1ccc(CSCCc2ccncc2)cc1Cl	i	-1%[11.5 µM]	i	u	-4%[11.5 µM]	-1%[11.5 µM]
30	COc1ccc(-c2nnc(SC(C)C(=O)Nc3ccc4c(c3)OCCO4)o2)cc1 (configuration not stated)	i	0%	i	u	-2%	-11%

cpd	HEK293 cAMP ctrl	HADH2 inhib	Tau filament bind	USP2a inhib	FLuc inh
19	-20%	-27%	-14%	u	1%[2.29 µM]
20	15%	-13%	72%	-2%	0%
21	4%	1%	10%	-4%	0%
22	7%	-3%	3%	-5%	6%
23	-8%[11.4 µM]	-7%[11.4 µM]	8%[11.4 µM]	7%[7.66 µM]	16µM*
24	2%	-7%	-1%	17%	-1%
25	-11%	u	u	19%	13µM*
26	3.2µM*	-8%	-1%	8%	-2%
27	-3%	-2%	-3%	x	0%
28	25µM*	-3%	0%	-15%	1%
29	10%[11.4 µM]	20%[11.4 µM]	8%[11.4 µM]	x	1%[11.4 µM]
30	-11%	2%	-30%	-5%	20µM*

(further entries)
cpd	mol	TexasRed autofl	Casp7 inh	Rhodamine autofl	Fluorescein autfl	Caspase-1 inhib	ERK AVP block
31	Cc1csc2c(C#N)c(=O)c3c(n12)CCC3	i	x	i	u	u	u
32	Cc1cc(C)c2c(N)c(S(=O)(=O)c3ccccc3)sc2n1	i	-8%	i	i	-11%	u
33	CC(=O)N1CCN(Cc2cc(=O)n3cc(Cl)c(C)c(Cl)c3n2)CC1	i	0%	i	i	1%	-34%
34	CCCCCn1c(CN2CCN(C(=O)OCC)CC2)nc2c1c(=O)[nH]c(=O)n2C	i	0%	i	i	0%	13%
35	CCOc1ccccc1N1C(=O)c2ccc(C(=O)O)cc2C1=O	x	-2%	x	x	-2%	1%
36	c1cc(CNC2=NCCCCC2)ccn1	i	0%	i	u	4%	-1%

cpd	HEK293 cAMP ctrl	HADH2 inhib	Tau filament bind	USP2a inhib	FLuc inh
31	10%	-11%	8%	-8%	0%
32	-1%	u	78%	32%[activator]	-1%
33	4%	1%	11%	0%	0%
34	1%	5%	-9%	13%	1%
35	4%	-3%	-12%	-13%	0%
36	0%	-10%	-9%	-8%	2%

Whole records from above:
`CCOC(=O)CCc1c(C)nc2ncnn2c1C` is listed as TexasRed autofl: i; Casp7 inh: -1%; Rhodamine autofl: i; Fluorescein autfl: i; Caspase-1 inhib: 1%; ERK AVP block: 12%; HEK293 cAMP ctrl: 7%; HADH2 inhib: -3%; Tau filament bind: 3%; USP2a inhib: -5%; FLuc inh: 6%
`CCOC(=O)c1ccc(N2C(=O)CC(SCC(N)C(=O)OCC)C2=O)cc1` (configuration not stated) is listed as TexasRed autofl: i; Casp7 inh: -2%; Rhodamine autofl: i; Fluorescein autfl: u; Caspase-1 inhib: 2%; ERK AVP block: -23%; HEK293 cAMP ctrl: 3.2µM*; HADH2 inhib: -8%; Tau filament bind: -1%; USP2a inhib: 8%; FLuc inh: -2%

An excerpt; the hit share may differ from the screen's.
